Compound activity from PubChem BioAssay.
K1F lysis inhibition – inhibition of K1F phage lysis, E. coli UTI89, bacterial capsule biogenesis inhibitors, alamar blue (AID 488966). E. coli UTI89 K1F phage lysis, alamar blue, 2 h; higher % means a stronger effect. inhibition, % at 100 µM; hits with a dose series show IC50 in µM. 340,000 compounds, 0.02% hits;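 active means phage lysis inhibition, versus mean bacterial control, above a set limit; inconclusive means no clear call, values can overlap the other calls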;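 further: capsule biogenesis inhibitors block K1F phage lysis so surviving cells raise fluorescence; higher fluorescence means more inhibition of phage lysis; actives were called in the ten point dose series up to 300 µM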
Myeloid diff MLP – promotes myeloid progenitor differentiation | ER-HoxA9 myeloid progenitors, lysozyme-GFP differentiation, flow cytometry | calls only at 10 µM | 360,000 compounds, 1% hits | AID 624256;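 active means normalized GFP-positive differentiation at or above the plate's own cutoff, the solvent-only control mean plus 3 SD; inconclusive means no clear call, values can overlap the other calls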;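 further: cells exposed to compound for four days before flow analysis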
Lipid droplet – hepatic lipid droplet formation modulation. inhibition, % at 6.5 µM. AID 1656. 240,000 compounds, 0.4% hits. AML12 mouse hepatocytes, oleate lipid droplets, BODIPY imaging;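 active means lipid droplet intensity inhibited by at least 50%, with more than 500 cells counted; inconclusive means wells with under 300 cells, treated as cytotoxic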
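Test system: AML12 mouse liver cells; schedule: overnight exposure; technique: high-content imaging of BODIPY-stained droplets and DAPI nuclei; read-out: % inhibition of corrected integrated BODIPY droplet signal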
Lipid droplet cells 6.5 µM – further read-out of Lipid droplet, marked with its call; cell count; measured here: cell count, cytotoxicity flag;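 cells counted across two imaged fields per well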
Myeloid diff MLP GFP+ MAC1+ % – recorded beside Myeloid diff MLP, whose call it bears; GFP+ MAC1+ double positive, %; measured here: differentiation confirmed by MAC1 staining
The depositor's hits bear a star; [ ] = another dose, or the depositor's remark. A portion of the library (hit frequency here may not be typical).

CC1(C)Cc2ccccc2C(=NC(Cc2ccccc2)C(=O)O)N1 (stereo unspecified) was read as K1F lysis inhibition 0.0%, Myeloid diff MLP inactive, Lipid droplet -7, Lipid droplet cells 6.5 µM 816 and Myeloid diff MLP GFP+ MAC1+ % 0.4.
For COCCCn1c(C(=O)NCCC2=CCCCC2)cc2c(=O)n3ccccc3nc21 the results were K1F lysis inhibition 0.1%, Myeloid diff MLP inactive, Lipid droplet 4, Lipid droplet cells 6.5 µM 677 and Myeloid diff MLP GFP+ MAC1+ % 2.1.
`CC(=O)Nc1ccc(NC(=O)C(C)OC(=O)CCCOc2ccc(Cl)c(C)c2)cc1` (stereo unspecified) gave K1F lysis inhibition 0.7%, Myeloid diff MLP inactive, Lipid droplet -1, Lipid droplet cells 6.5 µM 849 and Myeloid diff MLP GFP+ MAC1+ % 5.1.
C=CCn1cc(/C=C2/NC(=O)NC2=O)c2ccccc21 was read as K1F lysis inhibition 2.0%, Myeloid diff MLP inactive, Lipid droplet 13, Lipid droplet cells 6.5 µM 656 and Myeloid diff MLP GFP+ MAC1+ % 0.0.
CCN(CC)CCCN(C(=O)c1ccccc1C)c1nc(-c2ccc(OC)cc2)cs1 was read as K1F lysis inhibition -1.0%, Myeloid diff MLP inactive, Lipid droplet -16, Lipid droplet cells 6.5 µM 758 and Myeloid diff MLP GFP+ MAC1+ % 0.3.
N/C(=N\OC(=O)c1cccc(C(F)(F)F)c1)c1cnccn1 was read as K1F lysis inhibition 0.0%[50 µM], Myeloid diff MLP inconclusive, Lipid droplet 4 and Lipid droplet cells 6.5 µM 807.
`CCOc1ccc(Cc2c(C)[nH]c3ccc(C(=O)O)cc3c2=S)cc1` gave K1F lysis inhibition 4.3%, Myeloid diff MLP inactive, Lipid droplet 15, Lipid droplet cells 6.5 µM 822 and Myeloid diff MLP GFP+ MAC1+ % 0.8.
Screening Brc1ccc(NC(c2ccccc2)c2ccncc2)cc1 (stereo unspecified) returned K1F lysis inhibition 0.1%, Myeloid diff MLP inactive, Lipid droplet -5, Lipid droplet cells 6.5 µM 809 and Myeloid diff MLP GFP+ MAC1+ % 1.0.
For CSCCNC(=O)c1ccc(OC2CCN(S(=O)(=O)N(C)C)CC2)cc1 the results were K1F lysis inhibition -0.1%, Myeloid diff MLP inactive, Lipid droplet 1, Lipid droplet cells 6.5 µM 794 and Myeloid diff MLP GFP+ MAC1+ % 0.2.
COc1ccccc1-c1csc(-n2ncc(C#N)c2N)n1 was read as K1F lysis inhibition -0.2%, Myeloid diff MLP inactive, Lipid droplet -7, Lipid droplet cells 6.5 µM 714 and Myeloid diff MLP GFP+ MAC1+ % 0.2.
Screening COc1ccc(C(OCC(O)CNCCc2ccccc2)c2ccc(OC)cc2)cc1 (stereo unspecified) returned K1F lysis inhibition -2.3%[50 µM], Myeloid diff MLP inactive, Lipid droplet 16, Lipid droplet cells 6.5 µM 742 and Myeloid diff MLP GFP+ MAC1+ % 1.1.
Screening COc1ccc(CCNc2ncnc3c2[nH]c2cc(OC)c(OC)cc23)cc1OC returned K1F lysis inhibition -0.1%, Myeloid diff MLP inactive, Lipid droplet -8, Lipid droplet cells 6.5 µM 711 and Myeloid diff MLP GFP+ MAC1+ % 0.5.
`Cc1cc(NC(=O)Cn2nc(C(=O)O)c3ccccc3c2=O)c([N+](=O)[O-])cc1C` gave K1F lysis inhibition 0.2%, Myeloid diff MLP inactive, Lipid droplet 20, Lipid droplet cells 6.5 µM 811 and Myeloid diff MLP GFP+ MAC1+ % 0.4.
For O=C(COc1ccc(Br)cc1)N(Cc1cccs1)C1CCS(=O)(=O)C1 (stereo unspecified) the results were K1F lysis inhibition 0.3%, Myeloid diff MLP inactive, Lipid droplet -7, Lipid droplet cells 6.5 µM 763 and Myeloid diff MLP GFP+ MAC1+ % 1.8.
Screening CCN(C(=O)c1ccco1)C1C2CC3CC(C2)CC1C3 (stereo unspecified) returned K1F lysis inhibition 0.2%, Myeloid diff MLP inactive, Lipid droplet 17, Lipid droplet cells 6.5 µM 815 and Myeloid diff MLP GFP+ MAC1+ % 0.9.
Screening O=C(c1ccc(Cl)c(S(=O)(=O)N2CCOCC2)c1)N1CCCCCC1 returned K1F lysis inhibition 0.5%, Myeloid diff MLP inactive, Lipid droplet -22, Lipid droplet cells 6.5 µM 804 and Myeloid diff MLP GFP+ MAC1+ % 1.2.
`CC1(C)CC(NS(=O)(=O)c2ccc(C(C)(C)C)cc2)CC(C)(C)N1` gave K1F lysis inhibition -0.1%, Myeloid diff MLP inactive, Lipid droplet -4, Lipid droplet cells 6.5 µM 794 and Myeloid diff MLP GFP+ MAC1+ % 0.6.
For OCCCNc1ncnc2scc(-c3ccc(Cl)cc3)c12 the results were K1F lysis inhibition 1.0%[50 µM], Myeloid diff MLP inactive, Lipid droplet -33, Lipid droplet cells 6.5 µM 826 and Myeloid diff MLP GFP+ MAC1+ % 0.7.
Screening COc1ccc(S(=O)(=O)c2c(O)c3ccc(C(=O)Nc4ccccc4F)cc3[nH]c2=O)cc1 returned K1F lysis inhibition -0.1%, Myeloid diff MLP inconclusive, Lipid droplet 5 and Lipid droplet cells 6.5 µM 718.
COc1ccc(NC(=O)NC2CCCc3ccccc32)cc1OC (stereo unspecified) was read as K1F lysis inhibition 1.5%[50 µM], Myeloid diff MLP inactive, Lipid droplet -25, Lipid droplet cells 6.5 µM 610 and Myeloid diff MLP GFP+ MAC1+ % 0.4.

6 structures out of the list, arranged by length of the SMILES, falling:
Screening COc1ccc(CCNc2ncnc3c2[nH]c2cc(OC)c(OC)cc23)cc1OC returned K1F lysis inhibition -0.1%, Myeloid diff MLP inactive, Lipid droplet -8, Lipid droplet cells 6.5 µM 711 and Myeloid diff MLP GFP+ MAC1+ % 0.5.
`CCOc1ccc(Cc2c(C)[nH]c3ccc(C(=O)O)cc3c2=S)cc1` gave K1F lysis inhibition 4.3%, Myeloid diff MLP inactive, Lipid droplet 15, Lipid droplet cells 6.5 µM 822 and Myeloid diff MLP GFP+ MAC1+ % 0.8.
CC1(C)Cc2ccccc2C(=NC(Cc2ccccc2)C(=O)O)N1 (stereo unspecified) was read as K1F lysis inhibition 0.0%, Myeloid diff MLP inactive, Lipid droplet -7, Lipid droplet cells 6.5 µM 816 and Myeloid diff MLP GFP+ MAC1+ % 0.4.
C=CCn1cc(/C=C2/NC(=O)NC2=O)c2ccccc21 was read as K1F lysis inhibition 2.0%, Myeloid diff MLP inactive, Lipid droplet 13, Lipid droplet cells 6.5 µM 656 and Myeloid diff MLP GFP+ MAC1+ % 0.0.
COc1ccc(NC(=O)NC2CCCc3ccccc32)cc1OC (stereo unspecified) was read as K1F lysis inhibition 1.5%[50 µM], Myeloid diff MLP inactive, Lipid droplet -25, Lipid droplet cells 6.5 µM 610 and Myeloid diff MLP GFP+ MAC1+ % 0.4.
Screening Brc1ccc(NC(c2ccccc2)c2ccncc2)cc1 (stereo unspecified) returned K1F lysis inhibition 0.1%, Myeloid diff MLP inactive, Lipid droplet -5, Lipid droplet cells 6.5 µM 809 and Myeloid diff MLP GFP+ MAC1+ % 1.0.

Carrying on:
`Cc1ccc(Nc2cc(C)nc(-c3ccccc3)n2)cc1` gave K1F lysis inhibition 0.3%, Myeloid diff MLP inactive, Lipid droplet -1, Lipid droplet cells 6.5 µM 830 and Myeloid diff MLP GFP+ MAC1+ % 0.2.
For O=C(COc1ccccc1Cl)NCCNC(=O)c1cccnc1 the results were K1F lysis inhibition 0.5%, Myeloid diff MLP inactive, Lipid droplet 1, Lipid droplet cells 6.5 µM 843 and Myeloid diff MLP GFP+ MAC1+ % 0.4.
`COc1cc(/C=C/c2nc3ccccc3c(=O)[nH]2)cc(Cl)c1O` gave K1F lysis inhibition 0.3%, Myeloid diff MLP inactive, Lipid droplet 19, Lipid droplet cells 6.5 µM 784 and Myeloid diff MLP GFP+ MAC1+ % 1.3.
Screening Cc1cccc(N2CCN(C(=O)c3ccccc3NC(=O)C3=CSCCO3)CC2C)c1 (stereo unspecified) returned K1F lysis inhibition 0.3%, Myeloid diff MLP inactive, Lipid droplet 3, Lipid droplet cells 6.5 µM 693 and Myeloid diff MLP GFP+ MAC1+ % 4.5.
Screening CC(C)c1ccc(NC2CCCN(C(=O)c3cnn(C(C)C)c3)C2)cc1 (stereo unspecified) returned K1F lysis inhibition 1.0%[50 µM], Myeloid diff MLP inactive, Lipid droplet -10, Lipid droplet cells 6.5 µM 688 and Myeloid diff MLP GFP+ MAC1+ % 0.6.
Screening Cc1cccc2c(N=O)c(O)n(CCc3ccccc3)c12 returned K1F lysis inhibition 0.3%, Myeloid diff MLP inactive, Lipid droplet -3, Lipid droplet cells 6.5 µM 703 and Myeloid diff MLP GFP+ MAC1+ % 2.0.
For O=C1Nc2cc(C(=O)N3CCOCC3)ccc2S/C1=C\c1ccccc1 the results were K1F lysis inhibition 0.2%, Myeloid diff MLP inconclusive, Lipid droplet 0 and Lipid droplet cells 6.5 µM 640.
`CC(=O)c1cccc(-n2c(CCC(=O)O)ccc2-c2ccccc2)c1` gave K1F lysis inhibition 0.1%, Myeloid diff MLP inactive, Lipid droplet 3, Lipid droplet cells 6.5 µM 827 and Myeloid diff MLP GFP+ MAC1+ % 0.5.
`O=C(NC(=S)Nc1ccccc1N1CCCCC1)c1ccc(F)cc1Cl` gave K1F lysis inhibition 1.6%, Myeloid diff MLP inconclusive, Lipid droplet 3 and Lipid droplet cells 6.5 µM 845.
Screening O=C(O)c1cccc(N2C(=O)c3cccc4cccc(c34)C2=O)c1 returned K1F lysis inhibition -1.2%, Myeloid diff MLP inactive, Lipid droplet 5, Lipid droplet cells 6.5 µM 854 and Myeloid diff MLP GFP+ MAC1+ % 0.2.
Screening Cc1cccc(-c2noc(CN(C)C(=O)c3ccc4c(c3)OCO4)n2)c1 returned K1F lysis inhibition -0.1%, Myeloid diff MLP inactive, Lipid droplet -10, Lipid droplet cells 6.5 µM 779 and Myeloid diff MLP GFP+ MAC1+ % 0.7.
Cc1c(Cl)cccc1NC(=O)NCc1ccccn1 was read as K1F lysis inhibition 0.1%, Myeloid diff MLP inactive, Lipid droplet -6, Lipid droplet cells 6.5 µM 789 and Myeloid diff MLP GFP+ MAC1+ % 2.1.
For CCN1CCN(C(=O)c2ccc(CS(=O)(=O)Cc3ccccc3C)o2)CC1 the results were K1F lysis inhibition 0.5%, Myeloid diff MLP inactive, Lipid droplet -15, Lipid droplet cells 6.5 µM 684 and Myeloid diff MLP GFP+ MAC1+ % 4.0.
COc1ccc(C(=O)N2CCN(c3ncccn3)CC2)cc1 was read as K1F lysis inhibition 0.3%, Myeloid diff MLP inactive, Lipid droplet -1, Lipid droplet cells 6.5 µM 863 and Myeloid diff MLP GFP+ MAC1+ % 0.9.
Screening CCCCS(=O)(=O)N1CCCC(C(=O)Nc2ccc3c(c2)CCC3)C1 (stereo unspecified) returned K1F lysis inhibition 0.0%, Myeloid diff MLP inactive, Lipid droplet 5, Lipid droplet cells 6.5 µM 714 and Myeloid diff MLP GFP+ MAC1+ % 0.9.
`CC(/C=N/NC(=O)c1ccccc1F)=C\c1ccccc1` gave K1F lysis inhibition -0.2%, Myeloid diff MLP inactive, Lipid droplet 1, Lipid droplet cells 6.5 µM 856 and Myeloid diff MLP GFP+ MAC1+ % 1.0.
Screening CCOC(=O)[C@@H]1[C@H]2COc3ccc(Br)cc3[C@@H]2N2C(=O)N(c3ccc(C(F)(F)F)cc3)C(=O)[C@@]12C returned K1F lysis inhibition -0.3%, Myeloid diff MLP inactive, Lipid droplet 52*, Lipid droplet cells 6.5 µM 764* and Myeloid diff MLP GFP+ MAC1+ % 2.5.
O=C(NCCCN1CCCC1)c1ccc2c(c1)N(Cc1ccccc1F)C(=O)c1ccccc1S2=O (stereo unspecified) was read as K1F lysis inhibition 0.3%, Myeloid diff MLP inactive, Lipid droplet -4, Lipid droplet cells 6.5 µM 711 and Myeloid diff MLP GFP+ MAC1+ % 3.4.
For CN1CCN(C(=O)c2ccc(CS(=O)Cc3ccc(Cl)cc3)o2)CC1 (stereo unspecified) the results were K1F lysis inhibition 0.2%, Myeloid diff MLP inactive, Lipid droplet -21, Lipid droplet cells 6.5 µM 679 and Myeloid diff MLP GFP+ MAC1+ % 0.9.
CCC1CCCCN1CCCNC(=O)c1c(O)nc2c(C)cccn2c1=O (stereo unspecified) was read as K1F lysis inhibition 0.1%, Myeloid diff MLP inactive, Lipid droplet 10, Lipid droplet cells 6.5 µM 724 and Myeloid diff MLP GFP+ MAC1+ % 0.9.
`Cc1ccc(-n2c(=S)sc3c(=O)n(-c4ccc(F)cc4)c(SCC(=O)O)nc32)cc1C` gave K1F lysis inhibition 0.1%, Myeloid diff MLP inactive, Lipid droplet 10, Lipid droplet cells 6.5 µM 841 and Myeloid diff MLP GFP+ MAC1+ % 0.6.
Screening COc1ccc(CC(=O)NCC2CCCN(Cc3ccccc3Cl)C2)cc1 (stereo unspecified) returned K1F lysis inhibition -0.1%, Myeloid diff MLP inactive, Lipid droplet -38, Lipid droplet cells 6.5 µM 790 and Myeloid diff MLP GFP+ MAC1+ % 0.5.
